# Screening results: PubChem, National Center for Advancing Translational Sciences (NCATS)
# BAZ2B inh – BAZ2B (human) inhibition. AlphaScreen BAZ2B-H3K14Ac peptide displacement. Potency, µM (highest dose often 114 µM), inactives show at the highest dose activity change, negative = inhibition, usual class: inhibitors. actives 4.4% (n = 360,000); also: potency is read from the fitted curve at half-maximal effect; % is scaled to controls: 0 for no effect and ±100 for the full control effect; nearly all actives have a fitted effect of over 60% in size
#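 AlphaScreen displacement: compounds (up to 110uM) incubated 30 min at room temperature with a preformed 50 nM BAZ2B/50 nM biotinylated H3K14Ac peptide complex in PBS pH 7.4 with Tween-20. Donor and acceptor beads at 10 ug/mL final added, 20 min light-protected before reading.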
# Pin1 inhibitor – inhibitors of human Pin1; Pin1 FP peptide displacement, HiFluor488, 10 min; Potency, µM (doses to about 115 µM), without a hit: at the top dose activity, negative = inhibition, actives largely listed as inhibitors; actives 0.009% (n = 390,000); AID 504891; active = well fitted inhibition curve with a large enough effect in the polarisation, with a control signal flat, not every such curve was filed as active; inconclusive = small, poorly fitted or top-dose-only effect, or effect the other way, or a change in a side signal; inactive = no such curve, though single readings can be large or run the other way; the % refers to the polarisation; also: potency is read from the fitted curve at half-maximal effect; % is scaled to controls: 0 for no effect and ±100 for the full control effect
# PGK inhibitor – blocks T. brucei phosphoglycerate kinase; P07378; PGK/GAPDH coupled, Kinase-Glo luminescence, 60 min; Potency, µM (top dose mostly 57.5 µM), for inactives: at the top dose activity change, negative = inhibition, actives largely listed as inhibitors; actives 0.043% (n = 380,000); AID 602233; also: potency is read from the fitted curve at half-maximal effect; % is scaled to controls: 0 for no effect and ±100 for the full control effect; nearly all actives have a fitted effect of over 60% in size
# Target sequence (P07378 whole entry, looked up): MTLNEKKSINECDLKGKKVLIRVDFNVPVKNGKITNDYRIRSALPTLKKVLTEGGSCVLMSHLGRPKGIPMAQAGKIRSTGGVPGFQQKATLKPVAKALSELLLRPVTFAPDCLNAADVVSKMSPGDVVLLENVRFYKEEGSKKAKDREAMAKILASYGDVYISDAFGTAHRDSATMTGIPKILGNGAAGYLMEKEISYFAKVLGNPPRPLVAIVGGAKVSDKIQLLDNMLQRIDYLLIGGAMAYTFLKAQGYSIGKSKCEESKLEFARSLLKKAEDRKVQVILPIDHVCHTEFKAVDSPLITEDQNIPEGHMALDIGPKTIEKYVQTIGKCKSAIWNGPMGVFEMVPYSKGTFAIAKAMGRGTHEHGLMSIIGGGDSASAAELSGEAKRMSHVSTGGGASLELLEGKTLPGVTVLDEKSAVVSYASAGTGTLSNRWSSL
#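 Luminescent ATP detection (Kinase-Glo Plus) follows a 60-minute room-temperature incubation, with wells lacking PGK as controls. Buffer: 100 mM TEA (pH 7.6), 5 mM MgCl2, 0.01% Tween-20. Coupling enzyme GAPDH (100 nM final) supplies unstable 1,3-BPG in-well.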
# HP1b chromo inh – HP1-beta chromodomain-methylated histone interaction inhibition; P83916; AlphaScreen HP1-beta / biotin-H3K9me3 peptide binding; Potency, µM (titrated, usually from 114 µM), inactives show at the highest dose activity change, negative = inhibition, usual class: inhibitors; actives 0.56% (n = 390,000); also: potency is read from the fitted curve at half-maximal effect; nearly all actives have a fitted effect of over 70% in size; inactives centre near 23
#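 HP1-beta protein (50 nM final) preincubated 30 min at room temperature with biotinylated H3(1-18)K9me3 peptide (50 nM) in PBS pH 7.4, 0.01% Tween-20, then compound added for 30 min. AlphaScreen streptavidin donor/nickel chelate acceptor beads (10 ug/mL final), 30 min dark, luminescence read.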
# GLS inhibitor – blocks human kidney-isoform glutaminase activity | O94925 | GLS enzymatic activity, qHTS titration | Potency, µM (highest dose often 45.5 µM), for inactives: at the highest dose activity change, negative = inhibition, hits mostly inhibitors | actives 0.21% (n = 410,000); also: potency is read from the fitted curve at half-maximal effect; % is scaled to controls: 0 for no effect and ±100 for the full control effect
#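 Read-out is an Amplex red fluorescence increase coupled through glutamate oxidase and HRP, measured before and after 30 min room-temperature incubation. hKGA is in 45 mM KH2PO4 (pH 8.2) with 0.02% Tween-20; glutamine added as 1mM solution.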
# G9a inh – G9a (human) methyltransferase inhibition; AID 504332; Potency, µM (highest dose often 102 µM), for inactives: top-dose activity, negative = inhibition, usual class: inhibitors; actives 8.8% (n = 350,000); Q96KQ7; G9a H3K9 monomethylation, AlphaScreen, 2 h; also: potency is read from the fitted curve at half-maximal effect; % is scaled to controls: 0 for no effect and ±100 for the full control effect; nearly all actives have a fitted effect of over 75% in size
#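 Using a bead-based AlphaScreen, monomethylated H3K9 product from 2 h room-temperature reactions (G9a 20 nM, peptide 500 nM, SAM 20 uM) was detected with 0.5 ug/mL rabbit anti-H3K9me1 antibody.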
# JMJD2A Tudor – JMJD2A Tudor domain (human) inhibition; O75164; AlphaScreen JMJD2A-Tudor / H3K4me3 peptide binding; Potency, µM (top dose mostly 114 µM), inactives show at the highest dose activity change, negative = inhibition, actives largely listed as inhibitors; actives 4.4% (n = 390,000); AID 504339; also: potency is read from the fitted curve at half-maximal effect; % is scaled to controls: 0 for no effect and ±100 for the full control effect; nearly all actives have a fitted effect of over 50% in size
# ERG-DNA inh – ERG Ets/DNA interaction inhibition | P11308 | fluorescence polarization, His-ERG Ets domain / labelled DNA | Potency, µM (series often up to 76.9 µM), for the others: at the top dose FP activity, negative = inhibition, most hits filed as inhibitors | actives 0.028% (n = 370,000); active = well fitted inhibition curve with a large enough effect in the polarisation, with a control signal flat; inconclusive = small, poorly fitted or top-dose-only effect, or effect the other way, or a change in a side signal; inactive = no such curve, though single readings can be large or run the other way; the % refers to the polarisation;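 also: polarization taken with two DNA probes labelled with fluorescein and Texas red; potency is read from the fitted curve at half-maximal effect; % of control where 0% means no effect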
# Target sequence (P11308 whole entry, looked up, the tested form may be a part): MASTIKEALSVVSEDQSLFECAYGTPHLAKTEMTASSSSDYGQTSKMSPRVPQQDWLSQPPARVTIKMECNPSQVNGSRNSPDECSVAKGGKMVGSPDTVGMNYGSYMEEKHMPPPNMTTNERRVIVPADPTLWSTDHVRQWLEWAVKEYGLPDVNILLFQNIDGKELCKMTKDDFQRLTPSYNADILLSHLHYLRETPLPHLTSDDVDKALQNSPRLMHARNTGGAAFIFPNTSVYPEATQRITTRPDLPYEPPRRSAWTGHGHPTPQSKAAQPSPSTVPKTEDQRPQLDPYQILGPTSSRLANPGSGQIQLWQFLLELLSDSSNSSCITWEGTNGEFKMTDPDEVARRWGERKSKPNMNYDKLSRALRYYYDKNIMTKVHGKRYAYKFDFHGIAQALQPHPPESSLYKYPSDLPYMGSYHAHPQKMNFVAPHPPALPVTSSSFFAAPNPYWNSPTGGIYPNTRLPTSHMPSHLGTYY
#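 His-tagged ERG Ets domain (1 uM in the protein solution; 300mM KCl, 50mM Tris-HCl, 1mM EDTA, 1mM DTT, pH 7.5) received compound, then a probe mix of 5 nM fluorescein-DNA and 100nM Texas-615-DNA. Fluorescence polarization was read for both dyes.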
# PI4K2A inh – inhibitors of human PI4K2A. Q9BTU6. purified PI4K2A, ADP-Glo luminescence, 1 h; active compounds read low. activity change, negative = inhibition, % at 76.9 µM. actives 0.13% (n = 420,000). AID 1346378; in the data active = activity change below about -50%; inconclusive = mostly about -30% to -49%;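 also: -100% = wells without enzyme as full effect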
#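 PI4K2A activity was measured by ADP-Glo luminescence: enzyme (4 ug/mL stock) and phosphatidylinositol (1.2 mM stock) in Tris pH 7.5/MgCl2/EGTA/Triton X-100 buffer were reacted with ATP (300 microM stock) for one hour at ambient temperature.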
# * hit, by the source's call; i = inactive; ? = inconclusive; · = no result given; [ ] = another dose, or the depositor's remark. Unless noted, calls follow the shape of the dose curve; as a rule, active = well fitted curve in the direction sought with a large enough effect; inconclusive = small, poorly fitted or top-dose-only effect, or another doubt; inactive = no such curve, though single readings can be large; an effect the other way counts as inactive or inconclusive.
SMILES,BAZ2B inh,Pin1 inhibitor,PGK inhibitor,HP1b chromo inh,GLS inhibitor,G9a inh,JMJD2A Tudor,ERG-DNA inh,PI4K2A inh
C=C(C)[C@H]1CC=C(C)/C(=N/NC(=O)CNc2ccccc2OC)C1,?,-12%,-2%,20%,-9%,24%[0.0925 µM],?,-6%,15
O=C(/C=C/Nc1ccc(Nc2ccccc2)cc1)c1cccs1,13µM*,?,3%,?,22%,4µM*,?,22%,-11
COc1ccc(-n2cc(CNCCc3cscn3)c(-c3ccccc3Cl)n2)cc1,-1%,-1%,-2%,13%,-5%,-4%,-21%,-11%,0
CC(=O)Nc1ccc(S(=O)(=O)N2CN(c3ccc(C)cc3)c3nc4ccccc4nc32)cc1,·,-11%,i,20%,5%,·,-19%,19%,6
CCOc1ccc(NCc2cccn2-c2nnc(N3CCC(C(=O)NCc4cccc(OC)c4)CC3)s2)cc1,-26%,2%,·,3%,4%,-33%[59 µM],-29%,1%,-1
COc1cc(NC(=S)NC(=O)c2cc(C)cc(C)c2)ccc1NC(=O)c1cccs1,2%,12%,3%,-4%,12%,4%[59 µM],-25%,-5%,5
Cc1cccc(Nc2nnc(SCC(=O)N(C)C3CCS(=O)(=O)C3)s2)c1C (centres undefined),-4%,10%,i,22%,2%,13%[59 µM],-8%,-2%,-2
COc1ccc(Cl)cc1NC(=O)CCCS(=O)(=O)c1nc(-c2ccc(OC)c(OC)c2)cc(C(F)(F)F)n1,7%,16%,-8%,62%[activator],-11%,-23%[59 µM],-3%,-2%,9
O=C(c1cnn(-c2ccccc2)c1)c1ccccc1O,7%,9%,-11%,41%[activator],0%,32%[59 µM],18%,7%,-6
Cc1ccc(-c2nnc(Nc3ccc(O)cc3)c3ccccc23)cc1S(=O)(=O)NCc1nc2ccccc2[nH]1,4%,-4%,i,41%[activator],-5%,25%[59 µM],-10%,-2%,-8
Cc1ccc(C(=O)NCc2ccc3c(c2)OCO3)cc1Cl,14%,-5%,-1%,32%,0%,·,-12%,16%,0
CN(C)S(=O)(=O)c1cccc(CSc2cccc[n+]2[O-])c1,-3%,-4%,0%,56%[activator],-9%,?,-24%[11.4 µM],8%,8
COc1ccc(Cl)cc1NC(=O)Cn1nnc2sc3c(c2c1=O)CCC(C(C)(C)C)C3 (centres undefined),-15%,1%,·,15%,5%,-5%[59 µM],-24%,-4%,0
COc1ccc(/C=N/Nc2nc3ccccc3o2)cc1O,-2%,-5%,-6%,20%,28%,40µM*,-22%,0%,-12
O=C(O)CCSc1nnc(-c2cccnc2)n1-c1ccccc1,-19%,-3%,i,34%[activator],-4%,?,4%,1%,2
CN(C(=O)COC(=O)c1cc2c(s1)CCCCC2)c1ccccc1,-1%,-3%,7%,17%,0%,24%,0%,6%,0
O=C(Nc1ccc(N2C(=O)C3C4C=CC(C4)C3C2=O)cc1)Nc1nnc(C(F)(F)F)s1 (centres undefined),2%,4%,-3%,41%[activator],2%,2%,-12%,-8%,0
FC(F)(F)c1ccc(N2CCOCC2)c(Nc2nc3ccccc3n3cnnc23)c1,-5%,27%,i,69%[activator],-8%,26%[12.7 µM],-10%,6%,2
O=C(O)c1ccc(CNC(=O)c2ccc(C(F)(F)F)cc2)cc1,·,0%,i,24%,-3%,-42%,-3%[11.4 µM],-14%,1
COc1ccc(C(=O)OCC(=O)Nc2cc(S(=O)(=O)N3CCOCC3)ccc2N2CCCC2)cc1,-17%,6%,-9%,27%,-8%,-6%,-15%,-4%,-3
COc1ccc(OC)c(C(O)c2nc3ccccc3n2C(C)C)c1 (centres undefined),-1%,1%,5%,26%,6%,-9%[12.7 µM],-17%,3%,-2
Cc1ccc2nc(N3CCN(c4cccc(Cl)c4)CC3)c3nnnn3c2c1,-7%,?,2%,57%[activator],4%,28%[59 µM],16%,-1%,-7
O=C(CCc1ccc(O)c(O)c1)NNC(=S)Nc1ccc(Br)cc1Cl,-2%,-4%,-1%,-15%,10%,18µM*,-18%,10%,-2
NS(=O)(=O)c1cccc(NC(=O)c2cccc(Oc3ccccc3)c2)c1,-10%,10%,-6%,-2%,-8%,0%,-21%,15%,-3
COc1cccc(-c2ccc3nnc(SCC(=O)N4CCCC4)n3n2)c1,9%,-10%,i,4%,1%,?,-12%,5%,-5
CCOc1ccc(C(=O)c2cnc3ccccc3c2N2CCN(CC)CC2)cc1,-26%,2%,-5%,38%,3%,?,-32%,-9%,-4
COc1ccc(C(C)NC(=S)NCc2ccc(F)cc2)cc1 (centres undefined),-8%,-9%,2%,52%[activator],7%,·,-4%,2%,-3
Cc1noc(C)c1C(c1ccccc1)S(=O)(=O)c1ccccc1 (centres undefined),-9%,?,3%,36%,-1%,2%[59 µM],4%,-1%,-5
COc1ccc(OCc2cc(=O)c3ccc4c(c3o2)C=CC(C)(C)O4)cc1OC,·,14%,-1%,-8%,1%,·,?,-9%,-2
COc1ccc(N2CCN(C(=O)COC(=O)c3ccc(C)o3)CC2)cc1,-9%,-2%,-2%,6%,3%,50µM*,-17%,9%,2
Cc1cc(C(=O)Nc2nnc(C3CC3)s2)c(C)s1,0%,-1%,-11%,64%[activator],-4%,11%[12.7 µM],3%,2%,3
O=C(Nc1cccc(C(=O)O)c1)/C(=C/c1ccccc1)NC(=O)c1cccc(Br)c1,·,5%,-6%,58%[activator],-2%,·,4%,5%,4
CN(N=Nc1nc[nH]c1C(=O)NN)C1CCCCC1,·,-2%,i,42%[activator],8%,·,-17%,·,-4
CCOC(=O)C1=C(CC)Nc2ccccc2N=C1NC(=O)c1ccc(S(=O)(=O)N(C)C)cc1,-2%,7%,3%,?,?,-23%[59 µM],?,1%,0
COC(=O)CSc1nc2cc3c(cc2cc1C#N)OCO3,-6%,28%,-8%,21%,9%,?,-14%,12%,-1
CCOC(=O)c1sc2ncnc(NCc3ccco3)c2c1C,-9%,67%[activator],-5%,19%,-9%,-36%,-26%,1%,-13
COc1ccc(C=NOCC(=O)OCC(=O)Nc2ccc(OC)cc2)cc1,·,0%,4%,13%,8%,·,-8%,-5%[15.4 µM],3
NC(=S)Cc1nc2n(n1)Cc1ccccc1-2,-23%,-4%,i,-14%,6%,4µM*,25µM*,-4%,-5
Cc1ccc(S(=O)(=O)N2CCN(CC(=O)N/N=C/c3ccc(Br)s3)CC2)cc1,-3%,12%,-3%,-2%,12%,1%,-28%,1%,5
COCCCN1C(=O)c2ccccc2C1C(=O)NC1CCCCCC1 (centres undefined),8%,-8%,-11%,26%,-3%,-4%,-9%,-3%,-7
COc1ccc(CNC(=O)Cc2c[nH]c3ccccc23)cc1OC,-13%,6%,i,36%,4%,16%[2.33 µM],-16%,3%,-3
CCS(=O)(=O)N1CCN(c2ccc([N+](=O)[O-])c(NCc3ccccc3)c2)CC1,?,2%,1%,-15%,5%,15%,?,-3%,-2
Cc1oc2ccc(OC(=O)COc3c(F)c(F)c(F)c(F)c3F)cc2c1C(=O)OC(C)C,3%,1%,-2%,66%[activator],-2%,17%,44%[activator],4%,-3
COc1ccc(CCN(C)C(=O)CN2C(=O)NC3(CCCc4ccccc43)C2=O)cc1OC (centres undefined),-3%,-12%,-11%,14%,-2%,-26%[0.501 µM],-11%,-3%,-3
N#Cc1ccccc1/C=N/Nc1nc(-c2ccccc2)c2cc(Cl)ccc2n1,3%,-4%,-2%,33%,11%,10%,-12%,0%,2
Cc1ccc(Nc2ccc(S(=O)(=O)N3CCOCC3)cc2[N+](=O)[O-])c(C)c1,10µM*,-12%,i,?,-5%,35µM*,?,0%,4
Clc1ccc(/C=N/c2c(-c3ccco3)nc3ccccn23)cc1,?,?,-17%,?,1%,?,45µM*,·,-12
COc1ccc(NC(=O)CN(C)C(=O)c2ccc(N3CCOCC3)c([N+](=O)[O-])c2)cc1,7%,-8%,-11%,5%,4%,20%,-21%,0%,-11
Cc1cn(C2OC(CC(=O)Oc3ccccc3)C(O)C2O)c(=O)[nH]c1=O (centres undefined),·,-9%,-2%,53%[activator],-6%,·,-14%,2%,5
CCOC(=O)c1ccc(NC(=S)NCCCN2CCOCC2)cc1,-22%,-2%,-18%,47%[activator],8%,·,1%,16%,-7
COC(=O)c1c(-c2cc(OC)cc(OC)c2)sc2ccc(OC)cc12,·,-3%,3%,97%[activator],11%,·,56%[activator],-12%,-4
CCOC(=O)C1=C(C)N(CCCCCC(=O)O)C(=O)NC1c1ccccc1OS(=O)(=O)c1ccc(C)cc1 (centres undefined),·,-3%,i,24%,9%,·,?,-13%,-3
O=S(=O)(c1ccc(OC(F)(F)F)cc1)N1CCC(c2nc3ccccc3s2)CC1,3%,-9%,9%,26%,2%,5%[59 µM],-8%,-4%,-9
